Calb biofilm kill: kills Candida albicans biofilms. 0.14% of 85,000 active. C. albicans biofilm + clotrimazole, Alamar Blue. inhibition, % at 6 µM;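 active = inhibition above 20%; inactive = inhibition below 20%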;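 also: preformed 24 hr biofilms exposed to compound for 48 hr; 0% = biofilm without compound and 100% = blank killed by clotrimazole plus chlorhexidine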
Smad3 inh: blocks human Smad3 binding to FoxH1 peptide; P84022; TR-FRET Smad3/Dy647-FoxH1 peptide binding, europium anti-His; inhibition, % at 25 µM; 0.29% of 88,000 active;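 active = compounds that reduce the energy-transfer binding signal between the protein and its labelled peptide by more than half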;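 also: 0% = Smad3 plus labelled peptide maximal FRET and 100% = peptide-only background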
Target sequence (P84022 whole entry, looked up): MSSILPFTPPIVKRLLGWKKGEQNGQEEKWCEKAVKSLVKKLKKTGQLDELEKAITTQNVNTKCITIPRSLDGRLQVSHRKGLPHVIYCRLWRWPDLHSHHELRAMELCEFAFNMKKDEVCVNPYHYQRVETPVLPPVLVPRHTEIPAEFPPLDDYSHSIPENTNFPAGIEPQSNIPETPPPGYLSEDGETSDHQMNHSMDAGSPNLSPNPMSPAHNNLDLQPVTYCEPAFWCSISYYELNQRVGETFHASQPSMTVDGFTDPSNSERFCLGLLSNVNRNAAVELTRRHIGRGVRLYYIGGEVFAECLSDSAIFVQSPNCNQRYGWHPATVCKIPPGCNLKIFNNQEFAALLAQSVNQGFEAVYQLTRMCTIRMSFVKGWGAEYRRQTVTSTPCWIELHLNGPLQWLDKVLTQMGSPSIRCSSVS
ERb coact inh: blocks coactivator binding to human estrogen receptor beta. inhibition, % at 25.6 µM. TR-FRET ER-beta LBD / SRC1-Cy5 peptide binding; receptor agonist-loaded with 1 µM estradiol. Q92731. 1.3% of 86,000 active;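 active = compounds whose percent inhibition of the receptor-coactivator binding signal exceeds about 50% in the single-dose screen, limit read from the data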;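 also: 0% = receptor plus peptide wells without compound and 100% = peptide-only wells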
Target sequence (Q92731 whole entry, looked up, the tested form may be a part): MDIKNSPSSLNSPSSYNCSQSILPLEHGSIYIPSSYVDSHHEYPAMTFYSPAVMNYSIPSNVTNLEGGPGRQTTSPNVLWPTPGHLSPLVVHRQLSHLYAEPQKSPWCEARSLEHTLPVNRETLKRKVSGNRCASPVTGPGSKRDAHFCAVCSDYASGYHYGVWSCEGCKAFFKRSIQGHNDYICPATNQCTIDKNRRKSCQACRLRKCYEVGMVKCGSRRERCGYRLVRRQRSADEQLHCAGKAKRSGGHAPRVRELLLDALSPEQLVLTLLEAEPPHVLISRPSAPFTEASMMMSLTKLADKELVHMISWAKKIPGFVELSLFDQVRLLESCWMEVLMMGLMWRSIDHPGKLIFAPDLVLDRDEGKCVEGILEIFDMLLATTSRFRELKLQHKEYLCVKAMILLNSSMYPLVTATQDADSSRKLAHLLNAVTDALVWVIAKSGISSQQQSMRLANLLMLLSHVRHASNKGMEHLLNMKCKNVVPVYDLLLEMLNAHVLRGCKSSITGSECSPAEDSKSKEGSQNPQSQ
Numbers without * were called inactive; [ ] = dose if it differs, or a comment. Not all compounds are listed; the hit share may differ from the screen's.

Start of the data: the first 7 compounds, ahead of the listing:
compound	Smad3 inh	Calb biofilm kill	ERb coact inh
CCC(C)C(NC(=O)c1ccc(Cl)cc1)C(=O)O (centres undefined)	-7	5	3
O=C(NCCNC(=O)C(F)(F)F)c1ccncc1	-1	4	0[fluorescence artefact?]
CC1CCCN(S(=O)(=O)c2ccc3c(c2)CCN3C(=O)C2CCC2)C1 (centres undefined)	-3	3	-5
CN(c1ccc(F)cc1)S(=O)(=O)c1ccc2[nH]cc(C(=O)O)c(=O)c2c1	10[fluorescence artefact?]	4	27
Fc1ccc(Br)cc1/C=N/n1cnnc1	1	3	-2
COc1ccc(-n2c(Cc3cccn3C)nnc2SCC(=O)Nc2ccc(F)cc2)cc1	3	12	-6
COC(=O)Nc1ccc(S(=O)(=O)N2c3ccccc3CCC2C)cc1 (centres undefined)	-4	5	3

The listing, from the start:
compound	Smad3 inh	Calb biofilm kill	ERb coact inh
CCC(C)C(NC(=O)c1ccc(Cl)cc1)C(=O)O (centres undefined)	-7	5	3
O=C(NCCNC(=O)C(F)(F)F)c1ccncc1	-1	4	0[fluorescence artefact?]
CC1CCCN(S(=O)(=O)c2ccc3c(c2)CCN3C(=O)C2CCC2)C1 (centres undefined)	-3	3	-5
CN(c1ccc(F)cc1)S(=O)(=O)c1ccc2[nH]cc(C(=O)O)c(=O)c2c1	10[fluorescence artefact?]	4	27
Fc1ccc(Br)cc1/C=N/n1cnnc1	1	3	-2
COc1ccc(-n2c(Cc3cccn3C)nnc2SCC(=O)Nc2ccc(F)cc2)cc1	3	12	-6
COC(=O)Nc1ccc(S(=O)(=O)N2c3ccccc3CCC2C)cc1 (centres undefined)	-4	5	3
O=C(C1CCC(CNc2c(N3CCOCC3)c(=O)c2=O)CC1)N1CCN(c2ccccc2)CC1 (centres undefined)	5	1	-9
Cn1c(=O)c2c(nc(SCC(=O)NC3CCCCC3)n2C)n(C)c1=O	-13	5	-1[fluorescence artefact?]
COc1cccc(C(=O)NCCn2ccc3ccccc32)c1	-8	9	3
O=C(NCc1ccc2c(c1)OCO2)c1ccc(CS(=O)(=O)c2ccc(Br)cc2)o1	-11	-1	16[fluorescence artefact?]
Cc1ccc(-c2nnn(CC(=O)N(c3ccc(F)cc3)C(C(=O)NC3CCCC3)c3ccco3)n2)o1 (centres undefined)	5	1	0[fluorescence artefact?]
COC(=O)c1cc(=O)nc2scc(C)n12	-3	9	-5
Cc1ccc(C)c(N2CCN(C(=O)CCc3nc4ccccc4[nH]3)CC2)c1	7	5	0
Cc1nn(C)cc1CN(C)C(=O)c1sc2cccc(Cl)c2c1Cl	-3	-2	-6
O=C(NCc1cccnc1)C1c2ccccc2C(=O)N1C1CCCC1 (centres undefined)	-5	16	-2
Fc1cc(F)c2nc(N3CCOCC3)sc2c1	-12	5	1
Cc1ccc(CNc2nc3ccccc3n3nnnc23)cc1	11[fluorescence artefact?]	8	38
Cc1cc(-n2c(SCCC#N)nnc2-c2cccnc2)ccc1Cl	-3	2	6
CCCS(=O)(=O)N1CCN(Cc2ccccc2OCC)CC1	-5	9	0
COc1ccccc1-c1c(C)nn2c(C)cc(C)nc12	0	1	2
CCSc1nc(C)nc2c1oc1ccccc12	-4	8	-13
Cc1ccc2cc(C#N)c(SCC(=O)NCC3CCCO3)nc2c1C (centres undefined)	-17[fluorescence artefact?]	9	7[fluorescence artefact?]
COc1cc(C(=O)N2CCN(c3ccc(C)cc3C)CC2)cc(OC)c1OC	8	12	-3
Cc1ccc(C)c(CN2CCNC2=O)c1	3	5	-1
Cn1c(=O)cc(SCC(=O)N2CCN(C3CCCCC3)CC2)c2ccccc21	21[fluorescence artefact?]	3	-3
Cc1nc(NC2=NCN(Cc3cccnc3)CN2)nc2c(C)cccc12	1	4	11[fluorescence artefact?]
COc1ccc(-c2cc(C(F)F)n3ncc(C(=O)NCCCN4CCCC4=O)c3n2)cc1	6	15	-7
Cc1ccc(CCNS(=O)(=O)c2cnc[nH]2)cc1	-9	5	70*
CCN(CC)c1ccc(NC(=O)CN2CCN(CC(=O)Nc3ccc(F)cc3)CC2)cc1	-6	-1	8[fluorescence artefact?]
O=C(CC(c1ccc(F)cc1)c1ccco1)N1CCCC1 (centres undefined)	3	3	2
CC1(C)Cc2nc3oc4c(=S)nc[nH]c4c3cc2CO1	10	-5	-16
O=C(c1ccc(=O)oc1)N1CCN(c2ccc(F)cc2)CC1	-10[fluorescence artefact?]	1	8[fluorescence artefact?]
O=C(CSc1ncc(-c2ccccc2)n1CC1CCCO1)N1CCCCC1 (centres undefined)	8	7	0
O=C(CSc1nc2ccccc2c(=O)[nH]1)c1ccc(O)c(O)c1	5	-2	66*
COC(=O)c1ccc(CSc2nnc(-c3c[nH]c4ccccc34)n2C)o1	-9	-1	-1
Clc1ccccc1CNc1ncnc2nc[nH]c12	-15	-4	-6
CCN(Cc1ccccc1)S(=O)(=O)c1ccc2oc(C(=O)O)c(C)c2c1	2	4	-15
CC(C)CN1C(=O)c2ccc(C(=O)Nc3ccncc3)cc2C1=O	0	7	17[fluorescence artefact?]
CCS(=O)(=O)N1Cc2ccccc2CC1C(=O)Nc1nc2ccccc2[nH]1 (centres undefined)	12	10	0
COc1ccc(OC)c(NC(=O)CNC(=O)Cn2cnc3ccccc3c2=O)c1	3[fluorescence artefact?]	6	-3[fluorescence artefact?]
CCOc1ccc(C2=Nn3c(nnc3-c3cccnc3)SC2)cc1	0	5	25
CC(=O)c1c(N)nc2n(c1=O)CCCCC2	-6	7	-5
Cc1cc(C)n(-c2nc3ccccc3nc2N2CCOCC2)n1	5	1	-5
Cc1[nH]c(=O)c(C#N)c(C)c1Br	-2	4	8
CC(Oc1ccccc1)C(=O)OCC(=O)NC(=O)NCc1ccco1 (centres undefined)	-6	5	13
COc1ccc(N2CCCn3c2nc2c3c(=O)n(CCc3ccccc3)c(=O)n2C)cc1	4	11	1
COc1ccc(-c2nc(N3CCOCC3)nc3nn4c(C)c(CCC(=O)O)c(C)nc4c23)cc1	9	2	-1
Cc1cc(C)c2c(=O)n(CC(=O)NCCCN3CCN(c4ccccc4F)CC3)sc2n1	-5	-3	6[fluorescence artefact?]
COc1ccc(-c2cc(N)n(S(=O)(=O)Cc3ccccc3)n2)c(OC)c1	-3	4	-13

More entries follow.
compound	Smad3 inh	Calb biofilm kill	ERb coact inh
CCOC(=O)N1CCC(Nc2c(NCCCN3CCN(c4ccc(OC)cc4)CC3)c(=O)c2=O)CC1	-8	-2	-8
CCN1CCN(c2ncc(C(=O)Nc3cc(Cl)ccc3OC)c3ccccc23)CC1	13	-1	-20
CCc1ccc(N2CCCn3c2nc2c3c(=O)n(CCN3CCOCC3)c(=O)n2C)cc1	0	-8	-4
O=S(=O)(NCc1ccccc1Cl)c1cnc[nH]1	10	8	1[fluorescence artefact?]
O=C(Cn1nc(Cc2cccnc2)c2ccccc2c1=O)NCc1ccc2c(c1)OCO2	3	11	-7
CCOC(=O)c1ccc(NC(=O)CCc2nc(-c3ccccc3Cl)no2)cc1	-1	7	2
CS(=O)(=O)N1CCC(c2noc(-c3ccc(C(F)(F)F)cc3)n2)CC1	-4	7	0
O=C(CCCOc1ccc(Cl)cc1Cl)N1CCN(c2ccccn2)CC1	5	9	3
CCOC(=O)COC(=O)c1ccc(O)cc1	1	5	5
COc1ccc(-c2nnc(SCc3csc(N)n3)n2C)cc1	-8	0	-4

Reprinted from the part before: 2 compounds, then new ones.
compound	Smad3 inh	Calb biofilm kill	ERb coact inh
CCOC(=O)COC(=O)c1ccc(O)cc1	1	5	5
COc1ccc(-c2nnc(SCc3csc(N)n3)n2C)cc1	-8	0	-4
COc1ccc(N2C(=O)CC(NCc3cccc(F)c3)C2=O)cc1 (centres undefined)	6	9	11
CC1(C)CC(=O)N(CC(=O)N2CCN(c3ncccn3)CC2)c2ccccc2S1(=O)=O	4	2	-6[fluorescence artefact?]
CCCN1c2cccc3cccc(c23)S1(=O)=O	1	1	-6
COC1=Cc2c(ccc3ccc(=O)oc23)OC1(C)C	7	6	-7
COc1ccc2c(c1)CCc1c(C(=O)Nc3cc(C)n(Cc4ccc(Cl)cc4)n3)noc1-2	-10	-3	-2
CC1=C(C(=O)OCC2CCCO2)C(c2ccc(O)cc2)NC(=O)N1 (centres undefined)	5	0	-15
O=C1Nc2ccccc2C1=Nc1ccc(-c2nnc3n2CCCCC3)cc1	5	7	8
CCCC(c1nnnn1Cc1cccs1)N1CCN(C2CCCC2)CC1 (centres undefined)	6	3	7
O=C(CCNS(=O)(=O)c1cccc2nonc12)NCCc1ccc(Cl)cc1	1	3	-17
CCOc1cc(-c2c(C#N)c(=O)[nH]c3c2c(C)nn3-c2ccc(F)cc2)ccc1O	7	11	-9
CCOc1cc2[nH]c(=O)n(CC3CCC(C(=O)NCCC(C)C)CC3)c(=O)c2cc1OCC (centres undefined)	-4	6	2[fluorescence artefact?]
CCC12CN3CC(CC)(CN(C1)C31C(=O)N(C)c3ccc(C)cc31)C2=O (centres undefined)	0	5	3[fluorescence artefact?]
CCCCN(C(=O)Cn1nnc2ccccc21)C(C(=O)NCCOC)c1ccc(OC)cc1OC (centres undefined)	-1	5	4[fluorescence artefact?]
Cc1cc(C)n(C(=O)CCCC(=O)n2nc(C)cc2C)n1	1	8	-5
CN(C)c1cc[n+](Cc2ccccc2)cc1	2	7	0
COc1nnc(-c2ccc(C(=O)N3C[C@@H]4C[C@H](C3)c3cccc(=O)n3C4)cc2)c2ccccc12	6	9	16[fluorescence artefact?]
O=C1c2oc3ccc(F)cc3c(=O)c2C(c2cccc(O)c2)N1CCCN1CCOCC1 (centres undefined)	-13	7	6
CC(=O)OCC(=O)[C@@]1(O)CC[C@H]2[C@@H]3CCC4=CC(=O)C=C[C@]4(C)[C@H]3[C@@H](O)C[C@@]21C	-11	7	20
CN(CCO)CC(O)Cn1cnc2c1c(=O)n(C)c(=O)n2C (centres undefined) (tested in a mixture with another compound)	-6	3	6
Cc1ccc(Cn2c(=S)[nH]c3ccc(N4CCOCC4)cc3c2=O)o1	13	8	52*[fluorescence artefact?]
CCn1c(=O)c(C(=O)Nc2cnccn2)c(O)c2ccccc21	-3	9	6
CC(C)Sc1nc2c(cnn2-c2ccccc2)c(=O)[nH]1	-1	2	1
CCOC(=O)C1CCN(c2c(NCCN3CCCCC3C)c(=O)c2=O)CC1 (centres undefined)	-6	10	3
CCc1c(C)nc(N)n2c(SCC(=O)N3CCN(c4ccccc4F)CC3)nnc12	-1	10	10
Cc1cc(C)n2nc(SCc3ncc(-c4ccccc4)o3)nc2n1	7	8	5[fluorescence artefact?]
COc1ccc(C(=O)CSc2n[nH]c(-c3ccco3)n2)cc1	-4	7	-3
CC(C)Nc1oc(-c2cccc3ccccc23)nc1C#N	12[fluorescence artefact?]	2	-14
CCc1cc2c(=O)c(-c3nc4ccccc4n3C)coc2c(CN2CCOCC2)c1O	2	9	-9[fluorescence artefact?]
CCCOc1ccc(/C(O)=C2/C(=O)C(=O)N(CCCn3ccnc3)C2c2cccs2)cc1 (centres undefined)	3	0	1[fluorescence artefact?]
CC(=O)Nc1ccc(N2C(=O)CSC2c2ccc(F)cc2)cc1 (centres undefined)	0	5	0
O=C(Nc1ccccn1)C1CCN(S(=O)(=O)c2cccs2)CC1	-1	9	-5
CC(C)c1ccc(NC(=O)C2CCCCC2C(=O)O)cc1 (centres undefined)	1	5	19
COC(C(=O)Nc1cccc(F)c1)c1ccccc1 (centres undefined)	0	0	-6
COc1ccccc1-n1nc(C(=O)Nc2ccc3c(c2)OCO3)c2ccccc2c1=O	-1	5	8
Cc1cc(N2CCN(C(c3ccccc3)c3ccc(Cl)cc3)CC2)n2ncnc2n1 (centres undefined)	-5	5	-4
CCOC(=O)N1CCC(NC(=O)CN2C(=O)CCSc3ccccc32)CC1	0	12	4
CSc1ccccc1NC(=O)c1cnc2scc(C)n2c1=O	-3	10	8[fluorescence artefact?]
COc1cc2c(cc1OC)CN(c1ccc(-c3ccccc3OC)nn1)CC2	-19	1	27[fluorescence artefact?]
Cc1ccc(C(=O)NCCn2cc(SCC(=O)Nc3nnc(C)s3)c3ccccc32)cc1	-13	12	11[fluorescence artefact?]
Cc1nc2c(F)c(F)c(C(F)(F)F)c(F)c2[nH]1	-11	2	1

Screening results deposited in PubChem BioAssay by several laboratories.
